ASAP1 inh: inhibitors of human ASAP1 ArfGAP activity | ASAP1-stimulated ARF1 GTP hydrolysis, GDP FP detection | inhibition, % at 16.5 µM | Q9ULH1 | actives 0.19% (n = 360,000) | AID 624377; in the data active = inhibition above about 25%;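 note: 0% = vehicle with enzyme and substrate and 100% = no enzyme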
ARFGAP1 inhibitor: rat ARFGAP1 inhibition; Q62848; Arfgap1-stimulated ARF1 GTP hydrolysis, GDP FP detection; inhibition, % at 16.5 µM; actives 0.26% (n = 360,000); AID 651572;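 active = inhibition above a per-plate limit, mean inhibition of low control wells plus 3 SD, cut at about 25% in these data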;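 note: 0% = DMSO wells with enzyme and 100% = wells lacking Arfgap1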
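material = rat Arfgap1 catalytic domain, aa 1-136 | also added = human ARF1(Δ1-17)-GTP substrate | compound dosing = one concentration, 16.5 µM, DMSO 1.26% | times = GTP hydrolysis reaction 2 h at 25 °C | measured by = FP, GDP Alexa 633 tracer displaced from anti-GDP antibody, 620/688 nm | evaluation = percent inhibition of Arfgap1-stimulated GTP hydrolysis | replication = single well per compound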
PLCb3 inh: blocks human PLC-beta3 enzyme activity; actives 0.18% (n = 370,000); inhibition, % at 12.2 µM; Purified PLC-beta3, fluorogenic substrate, fluorescence; Q01970; in the data active = inhibition above about 11%;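 note: 0% = median of compound wells on plate and 100% = full blocker control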
PLC-gamma1 inh: inhibitors of human phospholipase C gamma1; purified PLC-gamma1, fluorogenic substrate, fluorescence; actives 0.84% (n = 370,000); P19174; inhibition, % at 12.2 µM; in the data active = inhibition above about 9.5%
Target sequence (P19174 whole entry, looked up): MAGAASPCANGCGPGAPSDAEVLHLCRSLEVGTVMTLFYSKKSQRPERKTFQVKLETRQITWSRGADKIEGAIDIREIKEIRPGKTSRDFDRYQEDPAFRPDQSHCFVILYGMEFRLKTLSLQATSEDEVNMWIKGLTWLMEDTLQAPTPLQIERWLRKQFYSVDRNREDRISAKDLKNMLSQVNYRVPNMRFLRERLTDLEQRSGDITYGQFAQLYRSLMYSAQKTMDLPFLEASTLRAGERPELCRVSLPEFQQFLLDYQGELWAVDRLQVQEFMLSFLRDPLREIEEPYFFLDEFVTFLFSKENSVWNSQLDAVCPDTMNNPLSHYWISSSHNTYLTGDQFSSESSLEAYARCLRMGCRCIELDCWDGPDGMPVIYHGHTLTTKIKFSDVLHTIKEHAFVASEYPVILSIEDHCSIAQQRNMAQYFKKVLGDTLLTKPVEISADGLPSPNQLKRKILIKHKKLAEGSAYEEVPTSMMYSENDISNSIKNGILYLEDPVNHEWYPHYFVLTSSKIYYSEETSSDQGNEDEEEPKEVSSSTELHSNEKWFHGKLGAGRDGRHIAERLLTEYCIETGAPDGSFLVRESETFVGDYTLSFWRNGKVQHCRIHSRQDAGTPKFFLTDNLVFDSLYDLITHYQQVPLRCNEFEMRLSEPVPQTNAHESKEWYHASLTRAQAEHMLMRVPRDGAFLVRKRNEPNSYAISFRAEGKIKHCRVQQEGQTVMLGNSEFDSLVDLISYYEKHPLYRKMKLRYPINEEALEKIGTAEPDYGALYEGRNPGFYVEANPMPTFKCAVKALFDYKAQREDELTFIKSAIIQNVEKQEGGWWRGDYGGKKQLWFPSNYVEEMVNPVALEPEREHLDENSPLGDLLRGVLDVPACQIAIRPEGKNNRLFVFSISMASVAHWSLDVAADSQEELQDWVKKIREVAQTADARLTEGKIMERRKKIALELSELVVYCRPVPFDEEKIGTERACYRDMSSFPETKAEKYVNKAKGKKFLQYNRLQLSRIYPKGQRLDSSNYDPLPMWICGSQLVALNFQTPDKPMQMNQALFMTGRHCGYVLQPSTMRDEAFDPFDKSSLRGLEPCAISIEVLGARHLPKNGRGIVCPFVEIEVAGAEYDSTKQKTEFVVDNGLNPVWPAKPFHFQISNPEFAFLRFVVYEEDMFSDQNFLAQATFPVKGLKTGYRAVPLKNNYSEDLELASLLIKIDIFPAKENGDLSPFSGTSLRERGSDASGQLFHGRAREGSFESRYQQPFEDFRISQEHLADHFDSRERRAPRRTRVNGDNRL
DDE Tn6 FP inh: inhibitors of Tn6 peptide binding to human fibrin DD(E) | P02675 | Fibrin DD(E) TRITC-Tn6 fluorescence polarization displacement | actives 0.21% (n = 370,000) | inhibition, % at 8.3 µM;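 active = inhibition above a per-campaign cutoff: mean of compounds within control limits plus 3 SD, cut at about 15% in these data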;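 note: 0% = median of all compound wells on the plate and 100% = blocking peptide control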
TDP2 absorb: TDP2 (human) inhibition, absorbance primary screen; O95551; recombinant TDP2, T5PNP hydrolysis, p-nitrophenol absorbance 415 nm; inhibition, % at 12.8 µM; actives 0.34% (n = 370,000); AID 720702;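 active = inhibition above the mean of all tested compounds plus 3 SD, set per campaign, cut at about 25% in these data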;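 note: 0% = DMSO with enzyme and 100% = buffer with substrate but no TDP2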
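Incubation: 2 h at 37 °C; Test system: recombinant human TDP2; Quantity: enzyme 120 nM; Read-out basis: percent inhibition; Medium: 50 mM Tris-HCl pH 7.5 with Mg2+, KCl, DTT, BSA; Repeats: single replicate; Compound: 12.8 µM single point, 1% DMSO; Signal: epi absorbance; Reagent: 5 mM T5PNP chromogenic substrate; Benchmarks: no-enzyme high, DMSO-plus-enzyme low.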
DDE Tn7 FP inh: DD(E)-Tn7 binding inhibition, primary FP screen. actives 0.13% (n = 370,000). P02675. FP displacement of FITC-Tn7 peptide from fibrin DD(E); 0% = median of compound wells per plate. inhibition, % at 8.3 µM. AID 720508;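 active = inhibition above the mean of compounds falling within the control limits plus 3 SD of them, cut at about 14% in these data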;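 note: 0% = plate median of compound wells and 100% = 10 µM Aha-Tn7 peptide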
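assay system = human clot-derived fibrin DD(E) complex | quantity = Fibrin-DD(E) at 2 µM final | timing = 10 min preincubation, 3 h with tracer, room temperature | signal = fluorescence polarization | measure = percent inhibition | benchmarks = high control wells with 10 µM unlabelled Aha-Tn7 peptide (full inhibition) | replicates = singlicate testing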
ADAM10 inh: ADAM10 inhibition, QFRET primary screen. O14672. AID 720582. actives 0.62% (n = 370,000). recombinant ADAM10, EDANS/DABCYL FRET peptide cleavage, 3 h. inhibition, % at 7 µM;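 active = inhibition above a per-campaign cutoff equal to the mean of compounds falling between control-based bounds plus 3 SD, cut at about 20% in these data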;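 note: 0% = DMSO wells while the 100% control is not disclosed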
ADAM17 inh: inhibits human ADAM17; P78536; recombinant ADAM17, EDANS/DABCYL FRET peptide cleavage; inhibition, % at 6.95 µM; actives 0.83% (n = 370,000); AID 720648;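 active = inhibition above the mean of compounds lying between control limits plus 3 SD, set per campaign, cut at about 8.5% in these data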;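 note: 0% = DMSO-only wells as the low control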
SIAE inh: blocks human sialic acid acetylesterase; actives 0.69% (n = 370,000); Q9HAT2; inhibition, % at 9.66 µM; AID 1053197; SIAE FP-Rh probe binding, fluorescence polarization;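 active = inhibition above a cutoff: mean of compounds within the control limits plus 3 SD of those, cut at about 17% in these data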;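 note: 0% = plate median of compound wells and 100% = probe without SIAE protein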
Starred values were filed as active, the others as inactive; i = inactive. Not a hit list; about 3.6% have a hit in one of these screens.

SMILES	ASAP1 inh	ARFGAP1 inhibitor	PLCb3 inh	PLC-gamma1 inh	DDE Tn6 FP inh	TDP2 absorb	DDE Tn7 FP inh	ADAM10 inh	ADAM17 inh	SIAE inh
CC(=O)c1cn(CC(=O)Nc2ccc(C)cc2)c2ccccc12	-11.6	0.7	1.5	-0.9	3.4	-4.5	4.0	-5.9	-3.0	0.7
COc1ccc(OCc2cc(C(=O)NC(C)c3cnn(C)c3)no2)c(Cl)c1 (stereo not given)	-3.0	-3.6	-6.1	-0.4	-1.0	-1.8	0.8	-1.3	-3.0	-4.2
Cc1ccc(S(=O)(=O)NCCN2CCOCC2)s1	2.2	-8.2	-5.2	2.1	-3.4	-12.2	0.4	-0.5	2.2	-4.2
O=C1CCCCN1CC(=O)N1CCCC(N2CCN(c3ccccc3F)CC2)C1 (stereo not given)	-3.8	9.1	-6.7	-0.3	2.6	16.2	4.8	1.6	-2.0	0.8
N#CC1=CC2CN(Cc3ccccc3)C1C1C(=O)N(c3ccccc3)C(=O)C21 (stereo not given)	0.7	0.4	4.0	0.1	2.1	-8.2	-4.7	-3.8	-1.6	-5.4
COc1ccccc1-c1nn(-c2ccccc2)cc1C(=O)NC1CC1	-11.5	-11.6	3.4	-0.8	2.2	-3.0	-10.5	-3.5	0.3	5.7
Cc1nc(SCC(=O)Nc2nc3ccccc3s2)c(C#N)c(C)c1C	-3.5	10.4	-122.3	-108.1	1.6	8.4	8.5	-57.6	-18.7	10.1
NS(=O)(=O)c1ccc(NCc2cnc3ccccc3c2)cc1	3.2	12.9	7.1	1.7	1.5	-5.3	-12.5	-4.8	5.7	5.5
Cc1cccc(OCC(=O)N/N=C/c2ccc3c(c2)OCO3)c1	-4.6	9.9	-0.8	1.6	8.0	-5.0	2.9	-7.8	-5.2	-5.0
O=C(CCc1nnc(-c2ccc3c(c2)OCO3)o1)NC(c1cccnc1)C(F)(F)F (stereo not given)	2.2	7.1	-8.8	-1.7	-0.3	6.4	6.2	-5.9	-5.2	-3.9

Retrieved by structure from the list above (four):
SMILES	ASAP1 inh	ARFGAP1 inhibitor	PLCb3 inh	PLC-gamma1 inh	DDE Tn6 FP inh	TDP2 absorb	DDE Tn7 FP inh	ADAM10 inh	ADAM17 inh	SIAE inh
O=C1CCCCN1CC(=O)N1CCCC(N2CCN(c3ccccc3F)CC2)C1 (stereo not given)	-3.8	9.1	-6.7	-0.3	2.6	16.2	4.8	1.6	-2.0	0.8
COc1ccccc1-c1nn(-c2ccccc2)cc1C(=O)NC1CC1	-11.5	-11.6	3.4	-0.8	2.2	-3.0	-10.5	-3.5	0.3	5.7
NS(=O)(=O)c1ccc(NCc2cnc3ccccc3c2)cc1	3.2	12.9	7.1	1.7	1.5	-5.3	-12.5	-4.8	5.7	5.5
Cc1cccc(OCC(=O)N/N=C/c2ccc3c(c2)OCO3)c1	-4.6	9.9	-0.8	1.6	8.0	-5.0	2.9	-7.8	-5.2	-5.0

Next part
SMILES	ASAP1 inh	ARFGAP1 inhibitor	PLCb3 inh	PLC-gamma1 inh	DDE Tn6 FP inh	TDP2 absorb	DDE Tn7 FP inh	ADAM10 inh	ADAM17 inh	SIAE inh
Cc1ccc(C)c(CSCc2nc3ccccc3[nH]2)c1	6.1	6.5	-34.2	-14.6	9.3	1.4	-4.5	-42.6	-18.0	1.5
COC(=O)[C@@H]1Cc2c([nH]c3ccccc23)C2CCC(=O)N21 (stereo not given in full)	-1.8	-9.3	-43.1	-32.1	-0.5	13.6	-4.9	-39.9	-18.6	-14.6
CCOC(=O)C[C@H]1c2ccc(C(F)(F)F)cc2S(=O)(=O)N1c1ccccc1	11.4	-14.9	-4.8	-1.2	-3.4	-7.4	1.6	0.2	-2.6	5.0
COCCn1c(-c2ccc(NC(C)=O)cc2)nc2c1c(=O)[nH]c(=O)n2CC(C)C	6.0	-7.1	-100.7	-63.7	-7.0	-11.9	2.4	-179.2	-80.6	2.7
COc1ccc(Br)cc1/C=C/c1ccc2cccc(O)c2n1	11.0	15.2	-22.6	-15.3	-7.0	11.4	-4.3	-0.8	-1.1	10.6
Cc1cc(C)cc(OCC(=O)OCC(=O)Nc2cc(S(=O)(=O)N3CCOCC3)ccc2C)c1	7.3	-10.5	-4.3	-0.4	2.9	-1.6	-4.8	2.7	1.2	-3.2
CCNC(=O)COc1ccc(/C=C2\COc3ccccc3C2=O)cc1OC	-2.6	-7.9	-16.0	-6.9	1.4	-4.5	-3.8	0.4	0.6	-4.0
COc1ccc(C(=O)C(=O)N2CCN(S(=O)(=O)c3cccc4c(N(C)C)cccc34)CC2)cc1OC	-0.9	2.6	-491.8	-352.9	-0.1	12.4	-1.0	-15.4	-3.0	2.8
Cc1cc(N/N=C/c2ccccc2O)c2ccccc2n1	-2.4	2.1	-59.2	-44.5	4.9	-1.4	1.9	-1.2	-0.2	11.2
CC(C)Cn1c(N)c(C(=O)COC(=O)CCNS(=O)(=O)c2ccccc2)c(=O)n(C)c1=O	3.4	-1.2	-5.0	-1.3	-0.9	3.4	-2.4	-3.2	0.0	3.9
O=C(CCCOC(=O)c1cccnc1Cl)c1ccc(Br)cc1	-6.2	8.1	-7.5	-1.9	-0.2	0.5	10.1	-6.0	-0.2	0.6
COc1cccc2c(=O)c(SC(F)(F)C(F)C(F)(F)F)c(C)[nH]c12 (stereo not given)	7.8	-3.0	-26.6	-22.4	3.0	4.9	-3.0	-157.7	-52.8	3.0
O=C(Nc1ccccc1)OCC1COC(c2ccccc2)(c2ccccc2)O1 (stereo not given)	-3.6	-1.5	-13.3	6.9	-8.2	-11.1	0.1	24.8*	10.6*	-7.2
O=C(O)C=C1CCN(c2ncc(C(F)(F)F)cc2Cl)CC1	1.9	-3.1	0.7	-2.7	5.4	9.7	-2.0	0.3	-0.6	-0.1
Cc1ccc(O)c(-c2cc(-c3ccc(F)cc3)no2)c1	-27.1	2.6	-75.4	-58.6	4.1	1.4	9.7	2.3	-1.0	-1.0
C=C1C(=O)[C@]23C[C@H]1CCC2[C@]1(C)CCC[C@@](C)(C(=O)O)C1C[C@@H]3O (stereo not given in full)	0.2	-3.9	0.8	0.6	3.2	2.2	3.2	1.1	-1.0	0.6
Cc1ccc(NS(=O)(=O)c2ccc3c(c2)n(C)c(=O)n3C)c(C)c1	0.7	6.0	-8.5	0.9	-5.2	-0.6	-8.1	7.7	0.1	12.3
CCc1cccc(CC)c1NC(=O)Cn1c(-c2ccccc2Cl)nc2ccccc21	-2.8	3.2	1.8	-61.6	-5.6	-0.7	-3.2	-5.2	0.6	3.2
COc1ccccc1CNC(=O)COC(=O)c1ccc(C)c(S(=O)(=O)N2CCCCC2)c1	2.9	1.5	-7.8	-0.7	1.4	-0.3	-0.5	1.2	2.7	0.1
O=C(c1[nH]c(C(F)(F)F)nc1-c1ccccc1)N1CCN(c2ccncc2)CC1	-10.7	9.2	5.8	1.9	-4.1	-11.2	-4.7	-6.5	1.2	-0.2
CCOC(=O)C1=C(C)NC(C)=C(C(=O)OCC)C1C(=O)OCC(=O)NCCc1ccccc1	4.3	-0.2	-112.2	-86.3	0.8	3.3	-5.3	-131.3	-25.9	-4.0
CC(C)(C)c1ccc(C(=O)NCCn2c(N)c(C#N)c3nc4ccccc4nc32)cc1	8.5	0.0	i	-390.8	-0.8	-1.2	-0.9	i	-265.1	-10.3
CCOC(=O)CNC(=O)CSc1nnc(SCC(=O)NCC(=O)OCC)s1	7.3	7.9	0.8	-4.9	-6.3	-6.1	-2.0	-4.0	-3.9	1.9
Cc1ccccc1CCN(C(=O)c1csnn1)C(C(=O)NC1CCCC1)c1ccco1 (stereo not given)	8.8	4.0	0.2	3.6	-0.9	3.0	0.1	2.9	2.8	0.3
COc1ccccc1-c1ccc(SCC(=O)N2CCOCC2)nn1	-3.2	-3.2	-5.6	1.5	-1.7	-7.5	3.2	-0.3	-2.5	-0.6
CCn1ncc(C(=O)Nc2cccc(Cl)c2)c1C	10.0	7.0	-1.3	2.0	-6.3	0.8	3.1	-16.2	-6.5	-5.3
O=CN(Cc1nc2ccccc2[nH]1)c1ccc(C(=O)O)cc1	1.0	-15.5	3.0	0.3	-3.7	16.1	4.0	-8.3	-2.0	4.1
CC(C)C(NC(=O)c1ccccc1)C(=O)OCC(=O)N1CCCCC1 (stereo not given)	15.6	-4.5	2.0	7.5	-4.4	-21.7	1.2	1.7	7.8	-17.3
O=C(Nc1cccnc1)C12CC3CC(CC(C3)C1)C2	5.0	9.1	10.8*	2.3	-0.8	-30.1	5.1	6.4	5.3	-10.4
COc1ccccc1/C=C/CN1CCC(n2nccc2NC(=O)CCc2ccccc2)CC1	-6.7	6.4	-9.5	2.1	-6.3	0.8	-0.4	-7.9	-0.5	-0.2
O=C(CSc1ccccn1)c1ccc(F)cc1	-11.1	-11.3	4.9	2.0	-2.5	12.2	6.0	6.5	2.3	-3.5
O=S(=O)(c1cccc(F)c1)N1CCN(Cc2ccc3c(c2)OCO3)CC1	-2.6	5.5	1.1	-0.6	-2.2	-4.6	1.6	4.8	-2.7	2.0
O=c1[nH]c2ccccc2c(=O)n1Cc1ccccc1	10.0	2.3	-13.0	-38.0	-3.9	-4.0	-1.1	-56.8	-16.8	1.6
COc1ccccc1C1NC(=O)CCC1[N+](=O)[O-] (stereo not given)	-0.4	-3.0	-6.0	3.3	-7.5	7.8	-5.7	-5.7	1.2	-0.1
Cc1cccc(NC(=O)CSCC(=O)Nc2ccc(N3CCOCC3)cc2N2CCOCC2)c1	10.2	15.9	-10.8	-7.1	2.9	3.6	2.0	-12.2	0.5	2.8

Printed as active in ADAM17 inh, of those listed so far:
SMILES	ASAP1 inh	ARFGAP1 inhibitor	PLCb3 inh	PLC-gamma1 inh	DDE Tn6 FP inh	TDP2 absorb	DDE Tn7 FP inh	ADAM10 inh	ADAM17 inh	SIAE inh
O=C(Nc1ccccc1)OCC1COC(c2ccccc2)(c2ccccc2)O1 (stereo not given)	-3.6	-1.5	-13.3	6.9	-8.2	-11.1	0.1	24.8*	10.6*	-7.2

A second format for 2 compounds above.
Results follow in this order: ASAP1 inh, ARFGAP1 inhibitor, PLCb3 inh, PLC-gamma1 inh, DDE Tn6 FP inh, TDP2 absorb, DDE Tn7 FP inh, ADAM10 inh, ADAM17 inh, SIAE inh
CC(C)C(NC(=O)c1ccccc1)C(=O)OCC(=O)N1CCCCC1 (stereo not given)
  15.6, -4.5, 2.0, 7.5, -4.4, -21.7, 1.2, 1.7, 7.8, -17.3
O=C(Nc1ccccc1)OCC1COC(c2ccccc2)(c2ccccc2)O1 (stereo not given)
  -3.6, -1.5, -13.3, 6.9, -8.2, -11.1, 0.1, 24.8*, 10.6*, -7.2
